Screens (PubChem BioAssay)
L3MBTL1 block: L3MBTL1 (human) inhibition. AlphaScreen L3MBTL1–H3K9me1 peptide binding. Potency, µM (doses to about 57.1 µM), for the others: top-dose activity, negative = inhibition, most hits filed as inhibitors. 230,000 compounds, 0.66% hits; active = well fitted inhibition curve with a large enough effect; also: nearly all actives have a fitted effect of over 60% in size
Target sequence (Q9Y468 whole entry, looked up): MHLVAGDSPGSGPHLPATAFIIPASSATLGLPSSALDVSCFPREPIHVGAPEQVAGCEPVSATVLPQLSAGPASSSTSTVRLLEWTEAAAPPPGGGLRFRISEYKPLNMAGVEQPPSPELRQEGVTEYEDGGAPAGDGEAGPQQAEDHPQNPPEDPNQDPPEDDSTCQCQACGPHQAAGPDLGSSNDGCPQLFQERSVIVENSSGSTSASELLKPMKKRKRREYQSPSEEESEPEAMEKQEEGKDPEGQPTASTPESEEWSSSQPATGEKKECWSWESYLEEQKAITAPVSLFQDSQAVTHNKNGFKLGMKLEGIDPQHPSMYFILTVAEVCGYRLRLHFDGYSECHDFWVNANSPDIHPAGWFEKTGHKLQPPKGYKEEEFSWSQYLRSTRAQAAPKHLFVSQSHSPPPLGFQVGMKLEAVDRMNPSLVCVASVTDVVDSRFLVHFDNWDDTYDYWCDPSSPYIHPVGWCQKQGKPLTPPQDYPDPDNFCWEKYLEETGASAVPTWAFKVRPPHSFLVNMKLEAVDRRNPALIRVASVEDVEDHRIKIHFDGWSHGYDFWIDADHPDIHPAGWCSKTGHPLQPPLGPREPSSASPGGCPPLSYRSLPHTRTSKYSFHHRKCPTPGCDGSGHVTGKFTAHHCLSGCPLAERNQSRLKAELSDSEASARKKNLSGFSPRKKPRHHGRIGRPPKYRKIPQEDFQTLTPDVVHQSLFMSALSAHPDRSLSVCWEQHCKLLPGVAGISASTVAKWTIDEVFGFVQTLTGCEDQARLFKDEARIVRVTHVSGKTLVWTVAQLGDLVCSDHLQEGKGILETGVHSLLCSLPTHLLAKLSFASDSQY
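L3MBTL1 (50 nM) pre-complexed 30 min with biotinylated H3(1-15)K9me1 peptide (75 nM), then compounds added for 30 min at room temperature; AlphaScreen streptavidin donor/nickel chelate acceptor beads (10 ug/mL final) read after 30 min dark incubation.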
* = called active by the depositor; & = joins results of further samples; [ ] = another dose, or the depositor's remark. % is scaled to controls: 0 for no effect and ±100 for the full control effect; potency is read from the fitted curve at half-maximal effect.

What do the screens show for `CCOc1ccc(S(=O)(=O)NCCC(=O)OCC(=O)c2ccc(NC(C)=O)cc2)cc1`?
L3MBTL1 block: -5.4%

Results for CC(Sc1nncs1)C(=O)Nc1ccc2c(c1)OCCO2 (stereo not drawn) ?
L3MBTL1 block: 13.8%

Results for COc1ccc(CN2CCC(=O)N([C@H](CO)CC(C)C)CC2)cc1OC ?
L3MBTL1 block: -0.5%

What do the screens show for `CCSc1ccccc1-c1nc(-c2ccncc2)no1`?
L3MBTL1 block: 1.4%

What do the screens show for `CC1CCCN(C(=O)c2ccc(Br)c(S(=O)(=O)N3CCOCC3)c2)C1` (stereo not drawn)?
L3MBTL1 block: -0.5%

How did CCCN1C2CCCC1CC(NC(=O)c1ccc(C(C)(C)C)cc1)C2 (stereo not drawn) do in these assays?
L3MBTL1 block: -2.7%

How did C=CC[C@@H](Cc1ccc(F)cc1)C(=O)OC[C@@H]1CCCN1C(=O)[C@@H](CC=C)CC(=O)N[C@H](CO)Cc1ccccc1 do in these assays?
L3MBTL1 block: 3.7%

Results for O=C(CN1CCCC1c1ccc2c(c1)OCCO2)NC(=O)Nc1ccccc1 (stereo not drawn) ?
L3MBTL1 block: -2.5%

What do the screens show for `COc1ccc2cc(C(=O)NCc3ccccc3CN3CCCC3)ccc2c1`?
L3MBTL1 block: -7.4%

How did Cc1cc(NC(=O)CSCC(=O)Nc2ccccc2N2CCCCC2)no1 do in these assays?
L3MBTL1 block: 12.5%

Results for OCC[C@@H]1C[C@H](O)[C@@H](O)[C@]2(OCc3ccccc32)O1 ?
L3MBTL1 block: 3.7%

How did COC(=O)c1ccc(N2CC3CNC(=O)C2(C(=O)OC)N3C)cc1 (stereo not drawn) do in these assays?
L3MBTL1 block: -1.6%&-3.1%

Quoted at random: three compounds from above
What do the screens show for `COc1ccc2cc(C(=O)NCc3ccccc3CN3CCCC3)ccc2c1`?
L3MBTL1 block: -7.4%

What do the screens show for `CC1CCCN(C(=O)c2ccc(Br)c(S(=O)(=O)N3CCOCC3)c2)C1` (stereo not drawn)?
L3MBTL1 block: -0.5%

What do the screens show for `CCSc1ccccc1-c1nc(-c2ccncc2)no1`?
L3MBTL1 block: 1.4%

(listing goes on)
What do the screens show for `O=C(Nc1nc2ccccc2[nH]1)c1cccc(Cl)c1`?
L3MBTL1 block: -6.0%

How did COC(=O)c1ccc2[nH]cc(CCO)c2c1 do in these assays?
L3MBTL1 block: 0.9%

How did Cc1ccc(S(=O)(=O)NCC(=O)OCC(=O)Nc2ccc(C)c(S(=O)(=O)N3CCOCC3)c2)cc1 do in these assays?
L3MBTL1 block: -7.4%

How did Cc1ccc(S(=O)(=O)N2CCCCC2)cc1NC(=O)COC(=O)c1ccc(=O)[nH]c1 do in these assays?
L3MBTL1 block: 2.0%

Results for CC(C)C(NC(=O)c1c(F)cccc1F)C(=O)NCc1ccncc1 (stereo not drawn) ?
L3MBTL1 block: 4.2%

How did COc1ccc(C)cc1S(=O)(=O)Nc1ccc2c(c1)OCCO2 do in these assays?
L3MBTL1 block: -1.8%[2.29 µM]

Results for O=C(c1ccccc1)c1cccc[n+]1[O-] ?
L3MBTL1 block: 1.2%

How did Cc1ccc(SCC(=O)Nc2cccc(S(=O)(=O)N3CCOCC3)c2)cc1C do in these assays?
L3MBTL1 block: -0.4%

What do the screens show for `CCN(CC)S(=O)(=O)c1ccc(Cl)c(NC(=O)COC(=O)C2CCCCC2)c1`?
L3MBTL1 block: 7.2%

How did O=C(COc1ccc2c(c1)OCO2)NCc1cccs1 do in these assays?
L3MBTL1 block: 5.0%

What do the screens show for `COCCN(C(=O)COC(=O)Cc1cccc(OC)c1)c1c(N)n(CC(C)C)c(=O)[nH]c1=O`?
L3MBTL1 block: 0.1%

What do the screens show for `C[C@@]12C(=O)Nc3ccc(Cl)cc3C(=O)N1[C@H]1c3cc(Br)ccc3OC[C@@H]1[C@@H]2c1ccccc1`?
L3MBTL1 block: -1.5%

How did Fc1ccccc1COc1ccc(C(=S)N2CCCC2)cc1 do in these assays?
L3MBTL1 block: -0.3%

What do the screens show for `COc1ccc([N+](=O)[O-])cc1-c1[nH]c(-c2ccc(C(=O)O)cc2)nc1-c1ccccc1`?
L3MBTL1 block: -2.9%

How did COCCCNC(=O)C[C@H]1C[C@H](C(=O)N2CCCCC2)[C@@]2(C)c3[nH]c4ccc(Cl)cc4c3CCN2C1=O do in these assays?
L3MBTL1 block: -0.3%

What do the screens show for `O=C(OCCOc1cccc(Cl)c1)c1cc(S(=O)(=O)N2CCOCC2)ccc1F`?
L3MBTL1 block: 21.0%

Results for CC(=O)Nc1ccc(C(=O)NNC(=O)c2ccccc2-n2cccc2)cc1 ?
L3MBTL1 block: -1.0%

How did CCc1nn(CC(=O)N2CCN(C)CC2)c(=O)c2cccn12 do in these assays?
L3MBTL1 block: 4.3%

How did CCCNC(=O)c1ccc(COc2ccc(Cl)cc2)o1 do in these assays?
L3MBTL1 block: 12.9%

Results for O=C(CN1C(=O)NC(c2ccccc2)(c2ccccc2)C1=O)NCc1ccc(F)cc1 ?
L3MBTL1 block: 3.0%

What do the screens show for `NS(=O)(=O)c1ccc(CCNC(=O)CNC(=O)c2ccc(Br)o2)cc1`?
L3MBTL1 block: -1.9%

What do the screens show for `C=CC[C@H](CC(=O)OC(C)(C)C)C(=O)OC[C@H]1CCCN1C(=O)[C@H](CC=C)CC(=O)NCCO`?
L3MBTL1 block: 4.3%

Results for Cc1cc(C)c(S(=O)(=O)NCc2ccccn2)c(C)c1 ?
L3MBTL1 block: 8.9%

How did Cc1ccc(S(=O)(=O)N2[C@@H](c3ccccc3)C(C(=O)O)=CC[C@H]2c2cccc(C)c2)cc1 do in these assays?
L3MBTL1 block: 7.4%

Results for c1ccc(-c2cnnn2-c2ccccc2)cc1 ?
L3MBTL1 block: -4.8%

What do the screens show for `Oc1ccc(-c2c(-c3ccsc3)sc3ccccc23)cc1`?
L3MBTL1 block: -3.7%

What do the screens show for `CC(C)CN1CCC(=O)N([C@H](COc2ccccc2)c2ccccc2)CC1`?
L3MBTL1 block: 3.7%

Results for CC(=O)c1ccc(NC(=O)[C@@H]2CCCN2C2=NS(=O)(=O)c3ccccc32)cc1 ?
L3MBTL1 block: -1.8%

Results for O=C(C1CC(=O)N(c2ccccc2)C1)N1CCC(c2nc3ccccc3[nH]2)CC1 (stereo not drawn) ?
L3MBTL1 block: 5.7%

How did CN(Cc1ccco1)c1ncnc2ccc(-c3ccc4c(ccn4C)c3)cc12 do in these assays?
L3MBTL1 block: -11.4%&-8.2%

What do the screens show for `CCCN1CCN(CCCNC(=O)c2ccc3nc(N4CCC(C)CC4)sc3c2)CC1`?
L3MBTL1 block: -6.0%

What do the screens show for `Cc1cc(C)n(-c2ccc(C(=O)OCC(=O)N3CCN(c4ccccc4)CC3)cc2)n1`?
L3MBTL1 block: -4.3%

How did Cc1ccc2oc(C(=O)Nc3cc(C)on3)c(C)c2c1 do in these assays?
L3MBTL1 block: 2.0%

Results for CC1Nc2ncnc(N3CCOCC3)c2N(Cc2ccccc2)C1=O (stereo not drawn) ?
L3MBTL1 block: 1.2%

What do the screens show for `O=C(NCC(c1ccco1)N1CCCCC1)c1ccc(S(=O)(=O)Nc2ccccc2Cl)cc1` (stereo not drawn)?
L3MBTL1 block: -5.0%

How did COc1ccc(NC(=O)N(C)C[C@H]2Oc3c(NC(=O)Nc4ccc5c(c4)OCO5)cccc3C(=O)N([C@H](C)CO)C[C@@H]2C)cc1 do in these assays?
L3MBTL1 block: -4.7%

How did CN(CC(=O)Nc1ccc(Cl)c(C(F)(F)F)c1)C(=O)Cc1n[nH]c(=O)c2ccccc12 do in these assays?
L3MBTL1 block: 5.7%

How did COc1ccccc1CN1CCCC(N2CCN(c3ccccc3OC)CC2)C1 (stereo not drawn) do in these assays?
L3MBTL1 block: -1.6%

What do the screens show for `Cc1ccc(-c2nc(NCCN(C)C)c3ccccc3n2)cc1`?
L3MBTL1 block: -3.3%

How did COc1ccc(C)cc1S(=O)(=O)N1CCc2ccccc2C1 do in these assays?
L3MBTL1 block: 2.4%

What do the screens show for `CNS(=O)(=O)c1ccc2c3c(cccc13)C(=O)N2`?
L3MBTL1 block: 0.2%

How did C[C@H](CO)N1C[C@H](C)[C@@H](CN(C)C(=O)Nc2ccc(C(F)(F)F)cc2)Oc2c(NS(=O)(=O)c3ccccc3)cccc2C1=O do in these assays?
L3MBTL1 block: 3.1%

Results for Cc1ccc(NC(=O)CSCC(=O)Nc2ccccc2C(=O)N2CCCCC2)cc1 ?
L3MBTL1 block: -0.4%

Results for C[C@H]1COC(=O)[C@H](CC(=O)OC(C)(C)C)C/C=C\C[C@@H](CC(=O)N[C@@H](CO)Cc2ccccc2)C(=O)N1 ?
L3MBTL1 block: 9.4%

Results for CCCCn1c(N)c(N(CCOC)C(=O)C2CCN(C(=O)c3ccc(Cl)cc3)CC2)c(=O)[nH]c1=O ?
L3MBTL1 block: 2.1%

Results for O=C(NC1CCN(S(=O)(=O)c2ccccc2)CC1)c1ccc(F)cc1 ?
L3MBTL1 block: -6.9%

Results for Cc1cc(SCC(=O)N2CCCC2=O)nc2c(C)cccc12 ?
L3MBTL1 block: 5.7%

What do the screens show for `CN1CCN(CC#Cc2ccccc2)CC1CCO` (stereo not drawn)?
L3MBTL1 block: 5.3%

What do the screens show for `CN(CC(=O)NNC(=O)CNC(=O)c1cccs1)S(=O)(=O)c1ccc(Cl)cc1`?
L3MBTL1 block: 8.5%

Results for COc1ccc(C=C2C=C(C(C)(C)C)C(=O)C(C(C)(C)C)=C2)cc1OC ?
L3MBTL1 block: -5.1%

How did CC(CCc1ccccc1)NC(=O)C(C)OC(=O)c1ccco1 (stereo not drawn) do in these assays?
L3MBTL1 block: 15.5%

How did COc1ccccc1/C=C/C(=O)OCC(=O)Nc1ccc2c(c1)OCCO2 do in these assays?
L3MBTL1 block: 8.4%

Results for O=C1C(Cc2ccccc2)Nc2ncnc(N3CCc4ccccc4C3)c2N1Cc1ccccc1 (stereo not drawn) ?
L3MBTL1 block: -2.7%

What do the screens show for `O=C(OCC(=O)N(Cc1ccccc1)Cc1ccccc1)c1ccccc1O`?
L3MBTL1 block: 12.3%

How did CCC(C)c1ccccc1OCCCN(C)Cc1ccccc1 (stereo not drawn) do in these assays?
L3MBTL1 block: 4.2%

Results for CC1=C(C(=O)OCc2ccccc2)C(c2ccc(Br)cc2)NC(=O)N1CCCC(=O)O (stereo not drawn) ?
L3MBTL1 block: -3.4%

Results for CCOC(=O)N1CCN(C(=O)COC(=O)c2ccc(Cl)nc2)CC1 ?
L3MBTL1 block: 5.4%

Results for COc1cc(OC)cc(C(=O)NC(C(=O)OCn2nnc3ccccc3c2=O)C(C)C)c1 (stereo not drawn) ?
L3MBTL1 block: 0.2%

What do the screens show for `CCN(C[C@H]1N[C@@](CC)(C(=O)OC)[C@H]2C(=O)N(C)C(=O)[C@@H]12)C(=O)c1ccc(C(C)(C)C)cc1`?
L3MBTL1 block: 7.0%

Results for Cc1noc(C)c1C(=O)OCC(=O)Nc1ccc(S(N)(=O)=O)cc1 ?
L3MBTL1 block: -3.0%

Arranged by SMILES length (low to high): four of the compounds above.
What do the screens show for `O=C(Nc1nc2ccccc2[nH]1)c1cccc(Cl)c1`?
L3MBTL1 block: -6.0%

How did CCc1nn(CC(=O)N2CCN(C)CC2)c(=O)c2cccn12 do in these assays?
L3MBTL1 block: 4.3%

How did COc1ccccc1CN1CCCC(N2CCN(c3ccccc3OC)CC2)C1 (stereo not drawn) do in these assays?
L3MBTL1 block: -1.6%

What do the screens show for `C=CC[C@H](CC(=O)OC(C)(C)C)C(=O)OC[C@H]1CCCN1C(=O)[C@H](CC=C)CC(=O)NCCO`?
L3MBTL1 block: 4.3%

Other records:
What do the screens show for `COc1cc(/C=C/[N+](=O)[O-])ccc1OC(=O)/C=C/c1ccc(F)cc1`?
L3MBTL1 block: 0.6%

Results for O=C(CN1C(=O)c2ccccc2C1=O)Nc1cccc(O)c1 ?
L3MBTL1 block: -16.3%

What do the screens show for `CCOc1ccc(S(=O)(=O)NCCC(=O)NCc2ccc(OC)c(OC)c2)cc1`?
L3MBTL1 block: 8.6%

How did Cc1cc(C(=O)OCC(=O)Nc2ccccc2C)c(C)o1 do in these assays?
L3MBTL1 block: -1.1%

Results for COc1cccc(CN(C)C(=O)c2cccc(S(=O)(=O)N3CCN(Cc4ccccc4)CC3)c2)c1OC ?
L3MBTL1 block: -0.5%

Results for CC[C@]12c3[nH]c4ccc(Cl)cc4c3CCN1C(=O)[C@@H](CC(=O)NCc1ccco1)C[C@@H]2C(=O)N1CCN(C(=O)C2CC2)CC1 ?
L3MBTL1 block: -4.0%

What do the screens show for `C[C@H](CO)N1C[C@H](C)[C@@H](CN(C)C(=O)Nc2ccc(C(F)(F)F)cc2)Oc2ccc(NC(=O)C3CCCCC3)cc2C1=O`?
L3MBTL1 block: 3.1%

Results for CCCN(CC(=O)Nc1ccccc1C)C(=O)C1CC(=O)N(c2ccc(CC)cc2)C1 (stereo not drawn) ?
L3MBTL1 block: 1.6%

What do the screens show for `CCOc1ccc2nc(SCC(=O)N(CC(C)C)c3c(N)n(Cc4ccccc4)c(=O)[nH]c3=O)[nH]c2c1`?
L3MBTL1 block: 8.3%

Results for CC(OC(=O)c1ccc(Cl)nc1)C(=O)Nc1ccc(S(=O)(=O)N2CCCC2)cc1 (stereo not drawn) ?
L3MBTL1 block: 3.3%

How did C[C@@H]1CN([C@@H](C)CO)C(=O)c2cccc(NS(C)(=O)=O)c2O[C@H]1CN(C)Cc1ccc(Oc2ccccc2)cc1 do in these assays?
L3MBTL1 block: -8.5%

Results for COc1cc(C(=O)N2CCN(S(=O)(=O)c3ccc(C)cc3C)CC2)ccc1OCC(=O)N1CCOCC1 ?
L3MBTL1 block: 1.0%

Results for CCOc1ccccc1NC(=O)C1CCCN1C(=O)c1cccs1 (stereo not drawn) ?
L3MBTL1 block: -5.3%

What do the screens show for `COc1cccc2cc(C(=O)NCc3ccccc3Cl)c(=O)oc12`?
L3MBTL1 block: 4.9%

Only part of the results is shown; count on the stated rates, not on these rows.
